# BoNT-F LC inh: BoNT/F light chain protease inhibitors, primary screen, biochemical, flow cytometry, MLPCN library; Botulinum neurotoxin type F light chain protease (Clostridium botulinum); Multiplex microsphere protease cleavage assay; inhibition, % at 10 µM; 360,000 tested, 0.22% active; in the data active means inhibition above about 35%, passing the limit was not always enough; inconclusive means no clear call, values can overlap the other calls; further: plate controls were buffer without enzyme for full effect and enzyme alone for no effect
# FadD28 FP inh: inhibitors of FadD28 bisubstrate probe binding, primary screen, biochemical, fluorescence polarization, single point | AID 588549, 2011 | inhibition, % at 12.5 µM | 360,000 tested, 0.22% active | Mycobacterium tuberculosis FadD28 fatty-acid-AMP ligase; in the data active means inhibition above about 8.5%, passing the limit was not always enough; inconclusive means no clear call, values can overlap the other calls
# CCHF vOTU inh: CCHFV vOTU protease inhibitors, primary screen, biochemical, Pep-AMC substrate, fluorescence | AID 651958, 2012 | 370,000 tested, 0.55% active | Crimean-Congo hemorrhagic fever virus L polyprotein viral ovarian tumor (vOTU) protease … | inhibition, % at 11.5 µM; in the data active means inhibition above about 30%; further: 0% = vehicle wells with enzyme and 100% = no enzyme wells
# PfHsp40 rescue: rescue of yeast from PfHsp40 toxicity, primary screen, S. cerevisiae, ATP luminescence | AID 504582, 2011 | growth rescue, % at 12.5 µM | 340,000 tested, 0.68% active | S. cerevisiae expressing PfHsp40, growth rescue; in the data active means growth rescue above about 28%, passing the limit was not always enough; inconclusive means no clear call, values can overlap the other calls;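 further: yeast W303a lacking pdr1 and pdr3 grown in galactose medium; growth measured after three days at 30 °C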
# BoNT-A LC inh2: BoNT/A light chain protease inhibitors, primary screen, biochemical, flow cytometry, MLPCN library; AID 588499, 2011; Botulinum neurotoxin type A light chain protease (Clostridium botulinum A str. ATCC 3502); inhibition, % at 10 µM; multiplex microsphere protease substrate cleavage; 360,000 tested, 0.17% active; further: plate controls were buffer without enzyme for full effect and enzyme alone for no effect
# Y pestis TopoI: Yersinia pestis topoisomerase I inhibitors, primary screen, biochemical, cleavage product accumulation, plate reader, single point; DNA topoisomerase I (Yersinia pestis CO92); Y. pestis Topo-I cleavage product accumulation; activity, % at 10 µM; 360,000 tested, 0.064% active; in the data active means activity above about 50%, passing the limit was not always enough; inconclusive means no clear call, values can overlap the other calls; further: inactives centre near 2
# Anthrax LF prot: Bacillus anthracis LF protease inhibitors, primary screen, biochemical, multiplex microsphere, MLPCN library; Lethal factor (Bacillus anthracis), P15917; multiplex microsphere protease cleavage assay; inhibition, % at 10 µM; 360,000 tested, 0.12% active; further: plate controls were buffer without enzyme for full effect and enzyme alone for no effect
# Target sequence (P15917 whole entry, looked up): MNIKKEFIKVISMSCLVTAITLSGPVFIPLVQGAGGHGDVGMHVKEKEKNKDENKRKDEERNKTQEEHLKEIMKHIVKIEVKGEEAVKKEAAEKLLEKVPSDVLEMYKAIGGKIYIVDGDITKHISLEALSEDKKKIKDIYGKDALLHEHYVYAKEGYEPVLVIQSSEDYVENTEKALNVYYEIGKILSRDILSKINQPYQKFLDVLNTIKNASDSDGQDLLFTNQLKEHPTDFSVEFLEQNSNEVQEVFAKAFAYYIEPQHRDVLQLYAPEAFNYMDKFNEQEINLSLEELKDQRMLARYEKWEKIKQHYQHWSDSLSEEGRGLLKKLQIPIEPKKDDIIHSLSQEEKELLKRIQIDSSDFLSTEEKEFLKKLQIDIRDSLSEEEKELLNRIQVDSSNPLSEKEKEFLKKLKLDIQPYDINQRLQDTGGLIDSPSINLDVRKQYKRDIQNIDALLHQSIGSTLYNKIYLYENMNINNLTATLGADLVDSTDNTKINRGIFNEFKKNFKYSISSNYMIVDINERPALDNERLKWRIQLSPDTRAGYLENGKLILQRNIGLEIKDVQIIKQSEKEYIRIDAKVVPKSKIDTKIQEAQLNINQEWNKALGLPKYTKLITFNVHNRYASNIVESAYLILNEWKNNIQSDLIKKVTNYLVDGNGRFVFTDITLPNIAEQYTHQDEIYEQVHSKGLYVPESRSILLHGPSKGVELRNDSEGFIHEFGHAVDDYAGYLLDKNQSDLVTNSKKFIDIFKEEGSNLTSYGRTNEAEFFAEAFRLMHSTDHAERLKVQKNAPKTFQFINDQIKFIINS
# PrPC TRFRET: inhibitors of human cell surface prion protein PrPC, primary screen, cell-based, TR-FRET; Major prion protein (Homo sapiens), P04156; TR-FRET read-out; inhibition, % at 13.8 µM; 370,000 tested, 0.43% active; in the data active means inhibition above about 24%; further: 0% = median of the test wells and 100% = reference compound wells
# TcdB inh: TcdB glycohydrolase inhibitors, primary screen, biochemical, single point, plate reader. inhibition, % at 9.99 µM. 350,000 tested, 0.24% active. TcdB glycohydrolase enzymatic assay; in the data active means inhibition above about 10%
# An asterisk follows results filed as active; ? = inconclusive; · = not tested or not shown. Unless noted, no stated cut-off is given here; in the data, active means inhibition above about 30%; inconclusive means no clear call, values can overlap the other calls; inactive means below that.
SMILES,BoNT-F LC inh,FadD28 FP inh,CCHF vOTU inh,PfHsp40 rescue,BoNT-A LC inh2,Y pestis TopoI,Anthrax LF prot,PrPC TRFRET,TcdB inh
CC(=O)Nc1ccc(S(=O)(=O)N(C)c2ccc(OCC(=O)NCCc3ccccc3F)cc2)cc1,0,-1.0,7,-2.1,0.1,22,5,-1,2.2
Cc1ccc(Cc2cnc(N)s2)o1,-6,0.2,15,-0.4,0.6,-7,-1,-2,·
CCOc1cc(N2CCOCC2)c(OCC)cc1NC(=O)CSc1ncccn1,-4,-2.2,-4,-1.4,-0.5,2,-4,2,-3.3
O=C(NC1CCCCC1)c1ccc([N+](=O)[O-])o1,3,·,·,-0.3,-1.2,3,0,·,·
COC(=O)C[C@H]1C=C[C@@H](C(C(=O)OC)C(=O)OC)CN1C(C)=O,1,-3.2,3,1.2,0.1,-2,-2,-1,-0.1
C=CCNC(=O)c1cc(Cl)ccc1Cl,·,0.3,4,-0.7,·,5,·,-6,·
O=C(Cn1c(=O)[nH]c2ccccc2c1=O)Nc1ccc2c(c1)OCO2,0,-6.6,12,-0.1,2.5,-19,2,1,1.8
O=C(CSc1nnc(Nc2ccccc2)s1)NC1CCCC1,2,-0.4,-4,0.8,3.8,-4,9,-5,-1.3
CNC(=O)COC(=O)c1ccc(NS(=O)(=O)c2ccc3c(c2)OCCO3)cc1,43*,-2.4,-12,0.6,5.1,12,0,-2,-0.7
Cc1ccc(-n2ncc(C(=O)NCc3ccc4c(c3)OCO4)c2NC(=O)c2ccco2)cc1C,2,-2.2,-7,1.7,?,26,-4,-1,·
O=c1cc(C(F)(F)F)[nH]c2ccccc12,?,-0.9,-7,0.3,?,8,12,0,0.3
Cc1cc(C)c2c(N)c3cccc(C)c3nc2n1,-58,-1.0,-125,0.2,6.5,2,-7,-11,2.6
CCCCC(=O)NC(=S)Nc1cc(C(=O)O)ccc1Cl,-1,-3.7,10,-0.4,0.0,0,-3,-3,·
O=C(CSc1nnc(NC(=O)C2CCC2)s1)Nc1ccccc1,5,-3.7,1,-0.1,-1.0,8,-8,2,0.4
COC(=O)c1ccc(C23CC4(C2)[C@H](CN(CC2CCCCC2)[C@@H]4c2ccccc2)C3c2ccc(Cl)nc2)cc1 (stereo not given in full),-9,-1.8,2,-0.2,0.5,3,-5,-1,0.9
COc1ccccc1CN(C)C(=O)CNC(=O)c1cccc(Cl)c1,0,0.1,-8,-0.8,-1.8,0,-1,4,-0.8
C=CCn1c(SCn2nnc3ccccc3c2=O)nnc1-c1ccc(Cl)cc1,21,-1.1,5,0.3,14,7,-22,6,·
CCC(C)(C)n1nnnc1C(c1cccnc1)N1CCC(Cc2ccccc2)CC1 (stereo not given),2,-3.3,-4,-0.4,-1.2,-10,-8,-1,0.9
COc1ccc(C(=O)/C=C/Nc2ccc(NC(C)=O)cc2)cc1OC,4,-1.9,-1,0.5,0.1,-9,-3,5,·
O=c1ccc(Cc2ccccn2)n[nH]1,2,-1.0,13,-2.0,-0.9,11,-1,3,·
O=C(c1ccc(-n2ccnc2)cc1)N1CCCC(CO)(Cc2cccc(Cl)c2)C1 (stereo not given),-1,-4.3,8,-0.8,0.0,28,-1,-3,1.4
CCn1c(SCC(=O)NC(=O)c2ccccc2OC)nc2ccccc21,1,-2.0,11,0.3,-0.1,13,0,-3,0.7
Nc1nc(SCc2ccccc2)c2ncn(C3CCCCC3)c2n1,-5,·,-6,-1.4,-0.4,-1,-4,5,0.6
CCOC(=O)c1csc(NC(=O)CCS(=O)(=O)c2ccc(Cl)cc2)n1,-6,-1.9,-6,·,0.3,1,-2,2,0.9
O=C(c1ccc2c(c1)OCO2)C1CCCN(Cc2cc(F)ccc2-n2cccn2)C1 (stereo not given),-4,0.4,-4,1.1,-0.9,2,-6,-11,1.4
C=C(C)CNC(=O)CCc1nnc(Cc2cccc(C(F)(F)F)c2)o1,3,0.0,-14,-0.3,0.0,2,0,0,0.6
Cc1nn(Cc2ccccc2)c(C)c1C(=O)OCC(=O)Nc1ccccc1SCC#N,10,-3.7,-3,0.9,2.0,13,0,2,·
Cc1cc(C)n2c3c(c(C#N)c2n1)CC(C)(C)OC3,21,-0.7,1,-0.4,1.9,-1,-1,-4,·
CC(=C/c1ccccc1)/C=N/NC(=O)c1ccc2nc[nH]c2c1,-9,2.0,-8,-2.5,-1.0,8,0,5,·
CCOC(=O)C1CCCN(C(=O)c2ccc(-c3ccccc3Cl)o2)C1 (stereo not given),·,-1.9,13,-0.7,·,40,·,5,-0.6
CC(C)c1ccc(NC(=S)NNc2ccc(Cl)c(C(=O)O)c2)cc1,0,2.5,-4,0.0,-0.9,-13,-4,-5,-0.6
Fc1ccc(-c2nnc(SCc3cccnc3)o2)cc1,0,-3.0,-16,6.1,-0.8,10,-1,-3,1.5
O=S(=O)(c1ccccc1)c1nc(-c2ccco2)oc1NCCCN1CCOCC1,16,-2.0,12,-0.2,0.6,1,-2,-3,·
CNC(=S)NNc1nc(-c2ccccc2)c2cc(Cl)ccc2n1,14,-1.1,-2,0.8,0.9,10,1,-12,1.0
CCOc1ccccc1NC(=O)CC1NCCNC1=O (stereo not given),7,-3.9,-8,0.2,3.7,5,-14,-3,·
CCCCNCc1cc(OC)c(OCC(N)=O)cc1Br,-3,-1.1,-1,-0.8,0.3,-1,-4,2,·
O=S(=O)(/N=C(/c1ccccc1Cl)N1CCOCC1)c1ccccc1,-5,-3.2,3,-1.0,-0.6,3,-2,-5,0.7
Cc1cccc(Nc2nnc(SCC3CCCCO3)s2)c1C (stereo not given),-2,-3.1,9,1.4,-0.2,10,0,3,1.3
O=C(c1cc(COc2cccc(C(F)(F)F)c2)on1)N1C[C@@H]2CCC[C@H]1C2,-6,-1.8,20,1.8,-0.1,31,-4,4,1.0
CCc1ccc(C2NC(=S)NC3=C2C(=O)CCC3)cc1 (stereo not given),3,-3.8,-7,-0.3,0.3,2,-1,-2,1.5
COc1ccc(OCc2cc(C(=O)N(C)Cc3nnc(C)o3)no2)c(Cl)c1,0,-4.8,16,-0.7,-0.5,3,1,-4,0.9
CC(C)NC(=O)COc1ccccc1C#N,8,-0.6,-4,-1.1,1.5,3,8,2,0.9
Cc1ccc(S(=O)(=O)NCC(=O)N(c2ccccc2)C(C(=O)NCc2ccccc2)c2ccco2)cc1 (stereo not given),-12,-3.0,13,-0.5,-0.7,27,-3,5,1.5
Cc1csc(NC(=O)c2cccc(S(=O)(=O)N3CCCCC3)c2)n1,1,-2.8,5,-0.1,-0.6,1,1,-1,·
CCC(C)n1c(O)c(C=NCc2cccnc2)c(=O)[nH]c1=S (stereo not given),·,-0.8,5,-0.6,·,7,·,5,1.4
O=C1CCC(C(=O)Nc2ccc(OC(F)F)cc2)N1 (stereo not given),4,-2.3,-2,0.0,-0.2,5,-3,2,·
Cc1c[n+]([O-])cc(C)c1Oc1ccccc1,-9,0.3,-5,-0.9,-0.3,-4,-2,0,1.0
O=C(NC(=S)Nc1ccc(S(=O)(=O)Nc2nccs2)cc1)c1ccccc1,-2,1.4,-9,-0.9,-1.4,0,-6,7,·
CCOC(=O)C1CCN(C(=O)c2sc3nc(C)nc(N4CCC(C)CC4)c3c2C)CC1,-4,-3.9,8,1.9,-3.0,34,-1,16,·
COc1ccc(Br)cc1S(=O)(=O)Nc1ncccc1C,-7,-0.5,-1,0.0,-1.1,-6,-3,-7,0.4
CCOC(=O)N1CCN(C(=O)CS(=O)(=O)c2cn(Cc3ccccc3C)c3ccccc23)CC1,-19,-2.4,·,-0.7,-0.3,-1,1,·,·
CSCCCNC(=O)c1ccccc1OC1CCN(S(C)(=O)=O)CC1,-6,-2.3,-10,1.3,-0.3,-4,-3,5,-0.6
O=C(Cn1c(=O)cnc2ccccc21)Nc1cccc(S(=O)(=O)N2CCCCC2)c1,4,-4.2,17,-0.6,1.1,3,0,-16,1.2
O=C(CCC(=O)N1CCOc2ccccc21)Nc1ccccc1Br,-1,-0.9,0,0.4,0.0,-6,-10,-5,0.8
Cc1csc(NC(=O)c2ccccc2)n1,5,0.6,1,1.6,2.0,5,8,13,0.4
CCCNC(=O)CC1C(=O)N(Cc2ccccc2)C(C)c2nc3ccccc3n21 (stereo not given),2,-2.7,-5,1.2,0.4,0,-2,14,·
CCN(CC)c1ccc(S(=O)(=O)N2CCOCC2)cc1NS(C)(=O)=O,-1,-1.2,-11,0.3,-0.2,-6,4,4,-9.8
CCCNCC(=O)Nc1sc2c(c1C(=O)Nc1c(C)n(C)n(-c3ccccc3)c1=O)CCCC2,-4,-0.1,16,·,-0.1,14,-1,3,0.2
CC(C)[C@@H]1Cc2[nH]n(C)c(=O)c2[C@H](c2ccc(F)cc2)O1,-4,·,0,·,-1.0,·,9,-2,0.3
Cc1cccc(CSc2nnc(CCNC(=O)OC(C)(C)C)o2)c1,?,-1.7,-2,·,2.6,21,-7,5,1.1

# Overlap with the part before: 4 compounds, followed by the next part.
SMILES,BoNT-F LC inh,FadD28 FP inh,CCHF vOTU inh,PfHsp40 rescue,BoNT-A LC inh2,Y pestis TopoI,Anthrax LF prot,PrPC TRFRET,TcdB inh
CCN(CC)c1ccc(S(=O)(=O)N2CCOCC2)cc1NS(C)(=O)=O,-1,-1.2,-11,0.3,-0.2,-6,4,4,-9.8
CCCNCC(=O)Nc1sc2c(c1C(=O)Nc1c(C)n(C)n(-c3ccccc3)c1=O)CCCC2,-4,-0.1,16,·,-0.1,14,-1,3,0.2
CC(C)[C@@H]1Cc2[nH]n(C)c(=O)c2[C@H](c2ccc(F)cc2)O1,-4,·,0,·,-1.0,·,9,-2,0.3
Cc1cccc(CSc2nnc(CCNC(=O)OC(C)(C)C)o2)c1,?,-1.7,-2,·,2.6,21,-7,5,1.1
CSc1ccccc1OCc1cc(C(=O)NCc2cccc(C)n2)no1,3,-4.1,20,-0.3,0.9,33,0,-1,0.9
COc1ccc(NC(=O)CSCC(=O)Nc2sccc2C#N)cc1,16,2.6,4,-0.3,4.3,1,3,2,-0.5
CCCc1c(-c2ccc(F)cc2F)ncn1Cc1ccccc1OC,2,·,23,·,-0.3,·,0,25*,-4.1
O=C(O)CSCC(=O)Nc1ccccc1SCCS(=O)(=O)c1ccc(Cl)cc1,-2,-0.5,7,-0.8,0.7,-6,5,-12,1.5
Fc1ccc(COc2ccc3ccccc3c2CNc2nn[nH]n2)cc1,-4,-0.3,13,-0.6,-1.2,4,-4,-1,2.1
CCCNC(=O)Nc1nc2ccccc2s1,1,-1.4,-6,-0.5,-1.6,7,3,-1,1.3
COc1cc(CCN2C(=O)c3cccc4cccc(c34)C2=O)c(S(=O)(=O)N2CCC(C)CC2)cc1OC,6,-3.1,-8,0.6,-0.3,28,1,2,-0.6
COc1ccc(CCNC(=O)c2cc(-c3cc(C)cc(C)c3O)n[nH]2)cc1OC,-14,-1.4,-3,0.7,-1.7,-9,2,0,1.1
CN(C)c1ccc(C(=O)NNC(=O)c2ccc(Cl)cc2)cc1,·,-1.9,-3,-2.3,·,-4,·,2,0.7
CCc1c(-c2ccccc2)nc2ccccc2c1C(=O)N1CCC2(CC1)OCCO2,5,-4.9,5,-0.1,2.3,9,-2,-8,1.0
Cc1cc(C(=O)Cn2nnc3ccccc3c2=O)c(C)n1Cc1cccs1,1,-0.1,-11,0.8,-0.8,-2,-3,-6,·
OCCN1CCN(c2cc(C(F)(F)F)nc3c(F)cccc23)CC1,?,-1.6,-1,-0.5,-3.4,-5,-2,-5,-0.3
